OX1R antag-1: antagonists of human orexin 1 receptor (OX1R); O43613; OX1R-expressing cells, FRET antagonist read-out; inhibition, % at 6.6 µM; 330,000 compounds, 1.8% hits; AID 485270; in the data active = inhibition mostly above about 38%, no sharp cut-off; inactive = mostly below about 40%;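 note: 0% = agonist challenge alone and 100% = reference antagonist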
Target sequence (O43613 whole entry, looked up): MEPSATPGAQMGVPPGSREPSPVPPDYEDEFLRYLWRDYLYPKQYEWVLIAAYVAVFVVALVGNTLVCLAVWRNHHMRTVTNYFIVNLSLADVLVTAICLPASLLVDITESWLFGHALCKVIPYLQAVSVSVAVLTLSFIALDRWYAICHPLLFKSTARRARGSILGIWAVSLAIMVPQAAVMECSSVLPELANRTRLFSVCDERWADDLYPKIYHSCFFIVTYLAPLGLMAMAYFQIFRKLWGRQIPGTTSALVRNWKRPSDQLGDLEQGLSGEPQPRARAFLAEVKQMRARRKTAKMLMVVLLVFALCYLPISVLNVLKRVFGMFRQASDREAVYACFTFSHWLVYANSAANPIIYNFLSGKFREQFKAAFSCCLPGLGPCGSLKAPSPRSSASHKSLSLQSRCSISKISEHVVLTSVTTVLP
STK33 inh: human STK33 kinase inhibition. Q9BYT3. purified STK33, MBP phosphorylation, ADP-Glo luminescence. inhibition, % at 10 µM. 320,000 compounds, 0.073% hits;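 active = inhibition at or above 25%, using the most active replicate where run in duplicate; inactive = inhibition below 25%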
Target sequence (Q9BYT3 whole entry, looked up): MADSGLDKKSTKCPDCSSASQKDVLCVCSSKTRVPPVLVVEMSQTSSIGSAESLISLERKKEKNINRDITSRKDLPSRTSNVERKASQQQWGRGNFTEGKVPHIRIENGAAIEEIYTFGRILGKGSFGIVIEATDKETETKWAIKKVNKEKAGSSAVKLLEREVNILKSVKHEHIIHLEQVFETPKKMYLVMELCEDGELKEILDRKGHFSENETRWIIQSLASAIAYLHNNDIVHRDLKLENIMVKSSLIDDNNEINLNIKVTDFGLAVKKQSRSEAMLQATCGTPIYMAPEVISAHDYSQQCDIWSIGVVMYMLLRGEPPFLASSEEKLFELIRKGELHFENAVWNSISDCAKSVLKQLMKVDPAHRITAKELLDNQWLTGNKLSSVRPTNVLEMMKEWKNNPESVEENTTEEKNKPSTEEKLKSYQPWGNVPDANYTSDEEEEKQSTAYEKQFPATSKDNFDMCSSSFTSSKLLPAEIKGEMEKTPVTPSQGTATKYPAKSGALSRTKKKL
OX1R antag-2: blocks the human orexin 1 receptor | AID 434989 | CHO/OX1R cells, Fluo-8 calcium fluorescence, orexin A | 330,000 compounds, 0.43% hits | inhibition, % at 5 µM | O43613;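 active = inhibition above its plate's threshold, mean inhibition of all tested compounds on the plate plus 3 SD, cut at about 37% in these data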;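 note: 0% = orexin A challenge wells and 100% = SB-334867-A antagonist wells; not every result past the cut was called active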
Starred values were filed as active, the others as inactive; . = not tested or not shown; & = joins results of further samples. Random draw from the library (roughly 2.2% active in at least one column).

SMILES	OX1R antag-1	STK33 inh	OX1R antag-2
COc1ccc(NC(=O)CSc2n[nH]c(=O)n2C2CC2)cc1OC	0.4	-0.4	-16.3
COC(=O)CN1C(=O)COc2ccc(S(=O)(=O)NCc3ccc(Cl)cc3)cc21	-2.4	-2.7	-22.3
Clc1ccc(CN2CCN(/N=C/c3ccco3)CC2)cc1	21.7	-0.2	-17.8
O=C(Nc1ccccc1Oc1ccccc1)c1cccc([N+](=O)[O-])c1	22.3	-0.7	-16.9
COC(=O)C(C(=O)Nc1cc(C)on1)C1CCCCCC1 (stereo not given)	21.3	-0.7	-24.4
Cc1ccc(CSCCC(=O)NCCc2ccc(Cl)cc2)cc1	13.2	1.1	-24.6
O=C(CNc1ccccc1)N/N=C/c1cc([N+](=O)[O-])ccc1N1CCCC1	44.9	-1.4	-44.7
O=C1CC2(CCCCC2)Oc2ccc(Cl)cc21	12.5	-0.5	5.2
COc1ccc(NC(=O)[C@H](COCc2ccccc2)NC(=O)OC(C)(C)C)cc1	1.8	0.3	12.8
Cc1ccc(OCCN2C(=O)c3ccccc3C2=O)cc1	7.5	-0.2	-26.2

Reprinted from the part before: seven entries, followed by the next part.
SMILES	OX1R antag-1	STK33 inh	OX1R antag-2
O=C(Nc1ccccc1Oc1ccccc1)c1cccc([N+](=O)[O-])c1	22.3	-0.7	-16.9
COC(=O)C(C(=O)Nc1cc(C)on1)C1CCCCCC1 (stereo not given)	21.3	-0.7	-24.4
Cc1ccc(CSCCC(=O)NCCc2ccc(Cl)cc2)cc1	13.2	1.1	-24.6
O=C(CNc1ccccc1)N/N=C/c1cc([N+](=O)[O-])ccc1N1CCCC1	44.9	-1.4	-44.7
O=C1CC2(CCCCC2)Oc2ccc(Cl)cc21	12.5	-0.5	5.2
COc1ccc(NC(=O)[C@H](COCc2ccccc2)NC(=O)OC(C)(C)C)cc1	1.8	0.3	12.8
Cc1ccc(OCCN2C(=O)c3ccccc3C2=O)cc1	7.5	-0.2	-26.2
CC1CCCN(C(=O)c2ccc(Br)c(S(=O)(=O)N3CCOCC3)c2)C1 (stereo not given)	8.0	-0.2	-26.7
O=C(Nc1ccc(N2CCCC2=O)cc1)c1cncc(Br)c1	19.4	0.6	-6.9
COc1ccc(C(=O)c2c[nH]c(C(=O)N=CN(C)C)c2)cc1	15.7	0.7	-8.4
O=C(CCCc1cccs1)Nc1ccc2c(c1)OCO2	12.0	-0.2	0.0
Clc1ccc(Cc2ccc(Cl)nn2)c(Cl)c1	17.6	-1.2	-21.0
C=CC[C@@H](Cc1ccc(F)cc1)C(=O)OC[C@@H]1CCCN1C(=O)[C@@H](CC=C)CC(=O)N[C@H](CO)Cc1ccccc1	6.8	1.0	15.2
COC(=O)[C@@H](NC(=O)N1CCC(C)CC1)C(C)C	2.9	-0.7	2.6
O=C(Cn1c(Cc2ccccc2)nc2ccccc21)NCc1ccc2c(c1)OCO2	39.7	-0.1	-17.0
CC1CN(c2nc3c(c(=O)n(C)c(=O)n3C)n2Cc2c(F)cccc2Cl)CC(C)O1 (stereo not given)	7.7	0.8	-11.1
COc1cc(OC)cc(C(=O)Nc2ccc([N+](=O)[O-])cn2)c1	12.6	-0.9	-12.7
COc1ccccc1-c1nc(NC(C)=O)n[nH]1	8.4	-0.1	-10.2
Cc1ccc(-c2cc(C(=O)Nc3nccs3)c3ccccc3n2)c(C)c1	13.5	-0.2	-29.2
CCN(CC)S(=O)(=O)c1cccc(-c2n[nH]c(=S)n2Cc2ccccc2)c1	14.6	-0.8	-12.6
O=C(Nc1nc2ccccc2[nH]1)c1cccc(Cl)c1	19.5	5.1	-20.5
N=c1c(C(=O)NC2CCCCC2)cc2c(=O)n3ccccc3nc2n1CC1CCCO1 (stereo not given)	60.3*	-2.1	-13.0
Cc1ccc(OCC(=O)Nc2ccc(S(=O)(=O)Nc3ccccn3)cc2)c(C)c1	3.3	-0.2	-22.5
Cc1nn(CCc2n[nH]c(=S)n2C)c(C)c1Br	1.9	-2.5	-6.6
O=C(COC(=O)c1ccc(O)cc1)Nc1cccc(S(=O)(=O)NC2=NCCCCC2)c1	6.3	-0.8	-11.5
O=C(CSc1ccc([N+](=O)[O-])cn1)Nc1ccc(N2CCOCC2)cc1	11.9	-0.5	1.9
COC(=O)c1ccc(N2CC3CNC(=O)C2(C(=O)OC)N3C)cc1 (stereo not given)	3.4&8.8	-1.7&-0.8	-13.2&-7.2
Cc1cccc2sc(NC(=O)c3ccc(Cl)s3)nc12	14.1	-2.0	-41.4
Cc1cc(NC(=O)CSCC(=O)Nc2ccccc2N2CCCCC2)no1	26.5	.	-30.0
OCC[C@@H]1C[C@H](O)[C@@H](O)[C@]2(OCc3ccccc32)O1	8.5	-0.9	5.3
O=C(CN1CCCC1c1ccc2c(c1)OCCO2)NC(=O)Nc1ccccc1 (stereo not given)	23.3	1.1	-5.8
COc1ccc2cc(C(=O)NCc3ccccc3CN3CCCC3)ccc2c1	7.8	0.5	1.5
Cc1cc(C)c(C(=O)Cn2cnc3cc([N+](=O)[O-])ccc3c2=O)cc1C	24.0	-1.0	-6.0
COc1cc(OC)c(NC(=O)c2cccc(F)c2)cc1Cl	17.8	-2.3	-10.7
COc1ccc(NC(=O)N2CCCC(c3nc(-c4ccc(OC)cc4)no3)C2)cc1 (stereo not given)	14.7	-0.9	-23.9
CCc1ccc(NC(=O)N(CCCN2CCOCC2)C(C)c2cc3cccc(OC)c3o2)cc1 (stereo not given)	6.2	-0.4	-43.7
Cc1ccc(S(=O)(=O)NCC(=O)OCC(=O)Nc2ccc(C)c(S(=O)(=O)N3CCOCC3)c2)cc1	3.2	-0.4	-4.0
O=C(CSc1nnc(-c2ccco2)o1)NC(=O)Cc1ccccc1	17.1	-0.5	0.1
COC(=O)c1ccc2[nH]cc(CCO)c2c1	6.6	-1.0	-12.1
C=CCn1c(COc2ccccc2F)nnc1SCC(=O)Nc1cc2oc3ccccc3c2cc1OC	62.2	-0.6	15.5
COc1cccc(CN(C)Cc2cc(=O)oc3cc(O)c(Cl)cc23)c1	7.8	-0.8	-2.2
COc1cc(Cl)ccc1OCc1cc(C(=O)N(C)CC2CCCCO2)no1 (stereo not given)	3.6	-0.1	-5.9
N#Cc1cc2c(ccc3ccccc32)oc1=O	30.6	-1.6	7.2
O=C(c1ccccc1)c1cccc[n+]1[O-]	-5.6	0.1	6.1
Cc1ccc(SCC(=O)Nc2cccc(S(=O)(=O)N3CCOCC3)c2)cc1C	6.5	-1.2	3.5
CCC1=NN(C(=O)Cc2ccc(OC)cc2)C(O)(C(F)(F)F)C1 (stereo not given)	16.2	0.2	1.8
COc1ccc(C)cc1S(=O)(=O)Nc1ccc2c(c1)OCCO2	10.8	.	-25.1

The final 2 records of the part above come first, to join the parts:
SMILES	OX1R antag-1	STK33 inh	OX1R antag-2
CCC1=NN(C(=O)Cc2ccc(OC)cc2)C(O)(C(F)(F)F)C1 (stereo not given)	16.2	0.2	1.8
COc1ccc(C)cc1S(=O)(=O)Nc1ccc2c(c1)OCCO2	10.8	.	-25.1
Cc1nc(NCC2CCCO2)nc2c1C(=O)CC(C)(C)C2 (stereo not given)	4.0	-0.1	-12.8
O=C(Nc1ccccc1Cl)c1ccc(=O)[nH]n1	6.7	0.6	-16.5
Cc1ccc(S(=O)(=O)N2CCCCC2)cc1NC(=O)COC(=O)c1ccc(=O)[nH]c1	1.2	-1.0	3.5
CC(=O)Nc1ccc(OCC(O)Cn2c(C)nc3ccccc32)cc1 (stereo not given)	12.1	-1.3	-9.3
COc1ccc(NC(=O)CCn2c(=S)[nH]c3ccccc3c2=O)cc1OC	17.6	-0.5	-7.2
CCN(CC(=O)Nc1ccc2c(c1)CCC2)Cc1nc2ccccc2c(=O)[nH]1	15.3	.	-26.6
Cc1ccc2[nH]c(=O)c(C3C(C#N)=C(N)Oc4c3ccc3cccnc43)cc2c1 (stereo not given)	22.1	-1.1	-26.4
CS(=O)(=O)N(CC(=O)O)c1ccc(Oc2ccccc2)cc1	9.0	-0.9	5.5
N/C(CSc1ccc(Cl)cc1)=N\NC(=O)c1ccncc1	3.8	-0.1	-0.5
C[C@@]12C(=O)Nc3ccc(Cl)cc3C(=O)N1[C@H]1c3cc(Br)ccc3OC[C@@H]1[C@@H]2c1ccccc1	12.4	0.6	0.4
Nc1cc(=O)[nH]c(SCc2ccc(Cl)cc2)n1	26.5	-0.6	-15.0
O=[N+]([O-])c1cccc(CSc2nnc(Cc3ccccc3)n2-c2ccc(F)cc2)c1	24.3	-0.2	-21.6
COCCN(C(=O)COC(=O)Cc1cccc(OC)c1)c1c(N)n(CC(C)C)c(=O)[nH]c1=O	3.5	-1.5	4.6
N=c1sccn1CC(=O)Nc1cc(S(=O)(=O)N2CCCC2)ccc1Cl	10.7	-0.2	-16.6
Cc1cc(C)nc(SC2CCCCC2O)n1 (stereo not given)	12.7	-1.2	-11.6
CCOC(=O)c1[nH]c2cc3c(cc2c1NC(=O)CN1CCC(C)CC1)OCO3	6.8	0.7	-28.5
CCN(CC)S(=O)(=O)c1ccc(Cl)c(NC(=O)COC(=O)C2CCCCC2)c1	1.1	-4.3	-4.9
COc1ccc(CNc2nc(SCc3cc(=O)n4cc(Cl)ccc4n3)nc3ccccc23)cc1	30.5	0.2	-24.5
CC1CC(C)CN(S(=O)(=O)c2ccc3c(c2)CCN3C(=O)CCC(=O)O)C1 (stereo not given)	3.9	-1.3	-11.0
O=C(COc1ccc2c(c1)OCO2)NCc1cccs1	8.6	0.5	-8.1
O=C(O)CCC(=O)N1CCc2c([nH]c3ccccc23)C1C(F)(F)F (stereo not given)	0.0	-1.1	-3.1
O=C(COC(=O)COc1ccccc1)Nc1ccccc1OC(F)F	19.4	3.2	1.9
COc1ccc(CCNC(=O)Cn2cnc3c(cnn3-c3ccccc3Cl)c2=O)cc1OC	16.8	0.7	-27.9
Nn1cnc2scc(-c3cccs3)c2c1=O	15.2	2.1	-10.7
CCN=C1SC(CC(=O)NCCc2ccc(OC)cc2)C(=O)N1CC (stereo not given)	3.5	-0.8	-36.3
c1ccc(-c2cc3c(N4CCCC4)ncnc3s2)cc1	28.2	-0.6	-11.0
Cc1ccc(NS(=O)(=O)c2ccc(NC(=O)c3cccc(NC(=O)C(C)C)c3)cc2)cc1	48.8	11.4	81.7*
COCCCNC(=O)C[C@H]1C[C@H](C(=O)N2CCCCC2)[C@@]2(C)c3[nH]c4ccc(Cl)cc4c3CCN2C1=O	0.5	.	-24.1
O=C(OCCOc1cccc(Cl)c1)c1cc(S(=O)(=O)N2CCOCC2)ccc1F	22.1	1.0	-15.7
COc1ccc([N+](=O)[O-])cc1-c1[nH]c(-c2ccc(C(=O)O)cc2)nc1-c1ccccc1	12.0	1.4	-21.5
O=C(O)c1ccccc1C(=O)Nc1cc(C(F)(F)F)ccc1N1CCCC1	-3.3	-0.5	-45.7
CCCNC(=O)Cn1nc([N+](=O)[O-])c([N+](=O)[O-])c1C	26.7	-2.1	-8.0
CCn1c(=O)c(C(=O)Nc2ncccc2C)c(O)c2ccccc21	25.6	7.2	-17.2
CC(C)(O)C(=O)NN(C(=O)c1ccccc1)c1ccc2ccccc2c1	17.5	0.4	-33.0
Fc1ccccc1COc1ccc(C(=S)N2CCCC2)cc1	15.9	0.3	-10.1
CC(=O)NNC(=O)c1nc(-c2ccccc2)c(C)o1	5.9	-1.4	-19.7
Cc1ccc(-c2csc3ncnc(Nc4ccc(N5CCOCC5)cc4)c23)cc1	49.6	0.4	-24.2
COc1ccc(OCc2nnc(SC(C)C(=O)Nc3nccs3)n2-c2ccccc2)cc1 (stereo not given)	20.4	-2.6	-19.1
Cc1ccc(/C=N/N=C2/NC(=O)C(CC(=O)N3CCOCC3)S2)cc1 (stereo not given)	17.4	0.1	-4.5
CCCc1nnc(NC(=O)C2CCCO2)s1 (stereo not given)	10.2	-0.3	-0.5
CCc1nn(CC(=O)N2CCN(C)CC2)c(=O)c2cccn12	7.4	0.6	-11.4
Cc1ccc(Nc2nc(N)nc(CSc3nccn3C)n2)cc1	9.6	-0.3	-9.7
COc1cc(/C=N/NC(=O)C(N)=O)ccc1OCC(=O)N1C(C)CCCC1C (stereo not given)	10.4	1.1	13.1
CC1CN(CCOc2ccccc2[N+](=O)[O-])CC(C)O1 (stereo not given)	2.4	-0.4	3.0
COc1ccc(/C=C/C(=O)C2CC2)cc1Cn1nc(C)c([N+](=O)[O-])c1C	11.7	-0.8	-11.8
O=C(CSCc1cccc(Br)c1)N=Nc1c(O)[nH]c2ccccc12	51.0*	-2.6	4.9
Cn1c(CNC(=O)c2cccs2)nnc1SCC(=O)Nc1ccccc1	14.8	0.2	-4.1
Cc1ccc(Cn2ccc(NC(=O)c3nn(C)cc3[N+](=O)[O-])n2)cc1	20.1	1.0	2.6
CC(=O)Nc1ccc(C(=O)NNC(=O)c2ccccc2-n2cccc2)cc1	-4.1	4.0	-21.0
Cc1oc(-c2ccc(Cl)cc2)nc1CN1CCCN(C(=O)c2ccco2)CC1	2.7	2.0	-36.1
Cc1cccc(CCNC(=O)CCc2nnc(CCc3ccccc3)o2)n1	14.7	-0.6	-1.3

One compound at a time (already shown). Values in the order: OX1R antag-1	STK33 inh	OX1R antag-2
Profile of C=CCn1c(COc2ccccc2F)nnc1SCC(=O)Nc1cc2oc3ccccc3c2cc1OC : 62.2	-0.6	15.5
Profile of O=[N+]([O-])c1cccc(CSc2nnc(Cc3ccccc3)n2-c2ccc(F)cc2)c1 : 24.3	-0.2	-21.6
Profile of COc1cc(OC)c(NC(=O)c2cccc(F)c2)cc1Cl : 17.8	-2.3	-10.7

High-throughput results: PubChem, several laboratories
